Assay outcomes deposited in PubChem BioAssay by Sanford-Burnham Center for Chemical Genomics.
APJ antagonist = APJ receptor antagonism; CHO-K1 APJ beta-arrestin complementation, luminescence; 330,000 compounds, 0.32% hits; inhibition, % at 20 µM; P35414;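 active means inhibition above about 40% at 20 µM, limit read from the data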;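 further: cells challenged with 10 nM apelin-13 agonist together with compound; plate controls were apelin-13 plus DMSO wells for no effect and DMSO wells lacking apelin-13 for full effect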
Target sequence (P35414 whole entry, looked up): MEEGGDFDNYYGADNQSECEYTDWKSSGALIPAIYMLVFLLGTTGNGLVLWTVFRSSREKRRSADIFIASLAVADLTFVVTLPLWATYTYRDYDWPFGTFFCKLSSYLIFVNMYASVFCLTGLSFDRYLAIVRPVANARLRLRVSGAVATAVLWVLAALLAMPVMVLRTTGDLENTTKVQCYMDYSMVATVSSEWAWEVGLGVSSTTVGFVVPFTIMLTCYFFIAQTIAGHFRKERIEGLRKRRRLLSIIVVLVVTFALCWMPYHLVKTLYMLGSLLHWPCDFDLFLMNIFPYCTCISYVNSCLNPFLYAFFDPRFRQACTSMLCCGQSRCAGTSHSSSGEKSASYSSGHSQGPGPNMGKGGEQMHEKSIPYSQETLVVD
Mdm2 MdmX PPI = human Mdm2/MdmX binding inhibition; inhibition, % at 8 µM; O15151+Q00987; SaOS-2 split-luciferase Mdm2/MdmX complementation, luminescence; 330,000 compounds, 3% hits;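 active means inhibition of at least 50% at 8 µM in the primary screen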
UPR XBP1 act = adaptive UPR (XBP1) activation. CHO-XBP1 luciferase reporter, IRE1-XBP1 UPR activation, luminescence; percent of tunicamycin response, DMSO as zero. activation, % at 20 µM. 330,000 compounds, 0.33% hits;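 active means versus positive control, 20 µM dose yields 30% or more activation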;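 further: 100% = tunicamycin at 10 µg/mL and 0% = DMSO only wells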
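incubation = overnight seeding at 37 °C, 6 h compound treatment at 37 °C | assay system = CHO-XBP1 cells stably carrying IRE1-XBP1-driven luciferase reporter | input = 1000 cells per well | detection = luciferase luminescence | dosing = single point, 20 µM final compound, 1% DMSO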
CXCR6 block = blocks human CXCR6 beta-arrestin recruitment; CHO-K1 PathHunter CXCR6 beta-arrestin, luminescence; inhibition, % at 20 µM; 360,000 compounds, 0.36% hits; AID 602244; in the data active means inhibition above about 34%, passing the limit was not always enough;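 further: antagonist mode with CXCL16 agonist at 10 nM final; 0% = 10 nM CXCL16 with DMSO and 100% = unstimulated wells without agonist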
Target sequence (O00574 whole entry, looked up): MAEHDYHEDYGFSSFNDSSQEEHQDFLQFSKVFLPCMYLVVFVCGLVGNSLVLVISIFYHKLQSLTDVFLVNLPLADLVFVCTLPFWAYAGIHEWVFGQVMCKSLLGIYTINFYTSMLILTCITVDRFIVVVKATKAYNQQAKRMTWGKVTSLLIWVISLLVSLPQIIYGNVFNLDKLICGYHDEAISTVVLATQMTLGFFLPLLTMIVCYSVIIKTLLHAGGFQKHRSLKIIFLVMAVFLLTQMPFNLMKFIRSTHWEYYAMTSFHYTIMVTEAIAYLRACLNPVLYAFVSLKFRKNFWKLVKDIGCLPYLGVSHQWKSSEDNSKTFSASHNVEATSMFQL
CCR6 antagonist = antagonists of human CCR6 receptor; inhibition, % at 20 µM; 340,000 compounds, 0.49% hits; P51684; CHO-K1 CCR6 PathHunter beta-arrestin, luminescence, CCL20-stimulated; AID 493098;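 active means compounds whose inhibition of the agonist-driven luminescence signal at 20 µM reaches about 50%, limit read from the data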;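 further: cells stimulated with CCL20 at 14 nM final; plate controls were DMSO with CCL20 for no effect and DMSO without agonist for full effect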
Target sequence (P51684 whole entry, looked up): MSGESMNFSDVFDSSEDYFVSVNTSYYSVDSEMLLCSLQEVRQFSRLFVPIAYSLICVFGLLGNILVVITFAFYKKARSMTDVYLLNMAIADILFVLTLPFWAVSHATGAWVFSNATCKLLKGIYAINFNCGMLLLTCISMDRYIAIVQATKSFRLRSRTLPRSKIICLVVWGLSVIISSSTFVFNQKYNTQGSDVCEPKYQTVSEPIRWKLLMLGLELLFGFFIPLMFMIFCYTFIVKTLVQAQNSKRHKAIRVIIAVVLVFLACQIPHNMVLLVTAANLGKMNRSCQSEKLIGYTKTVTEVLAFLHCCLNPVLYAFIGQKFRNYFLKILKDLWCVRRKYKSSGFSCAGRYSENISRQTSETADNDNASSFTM
EBI2 antag = blocks human EBI2 receptor beta-arrestin signaling; P32249; EBI2 beta-arrestin recruitment, luminescence, 7a,25-OHC stimulated; inhibition, % at 5 µM; 360,000 compounds, 0.81% hits; in the data active means inhibition above about 38%;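 further: enzyme fragment complementation signal reports receptor beta-arrestin coupling in cells; 0% = agonist plus DMSO wells and 100% = wells without agonist; some results beyond the cut were filed as inactive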
tim23-1 inh = tim23-1 yeast growth inhibition; inhibition, % at 20 µM; AID 463212; 330,000 compounds, 1.3% hits; S. cerevisiae tim23-1 growth, BacTiter-Glo luminescence, 24 h;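 active means growth inhibition of the mutant yeast at or above 50%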;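 further: temperature-sensitive mutant grown at 25 °C; plate controls were DMSO-treated mutant yeast for no effect and medium wells lacking yeast for full effect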
APJ ag = activates the human apelin receptor APJ | CHO-K1 APJ PathHunter beta-arrestin, luminescence; 0% DMSO wells, 100% apelin | activation, % at 20 µM | 330,000 compounds, 0.11% hits;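 active means activation more than six SD over the plate average, tested at 20 µM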;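 further: 0% = DMSO alone and 100% = apelin-13 at 10 nM; some results filed as inactive read as strong as hits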
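Incubation: overnight seeding, 90 min compound at 25 °C, 1 h detection; test system: PathHunter CHO-K1 APJ (AGTRL-1) beta-arrestin reporter cells; amount: 1000 cells/well; doses: one dose, 20 µM compound, 1% DMSO; measured by: beta-gal luminescence; measure: agonist-driven arrestin binding to APJ; benchmarks: negative DMSO alone, positive Apelin-13 at 10 nM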
CHOP UPR activ = activators of apoptotic arm of unfolded protein response (CHOP) | CHO-CHOP luciferase reporter, UPR activation, luminescence; percent of tunicamycin response over DMSO baseline | activation, % at 10 µM | 330,000 compounds, 0.34% hits;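 active means at 10 µM dose, activation of 40% or more, normalized to positive control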;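 further: 100% = tunicamycin at 10 µg/mL and 0% = DMSO alone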
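Evaluation: % reporter activation, DMSO baseline versus tunicamycin full activation; System: CHO-CHOP luciferase reporter cell line; Input: 500 cells/well; Incubation: 6 h compound treatment, 37 °C; Measured by: Steady-Glo luciferase luminescence; Dosing: one dose, 10 µM in 0.5% DMSO; Buffer or medium: F12 medium, 10% FBS; Benchmarks: positive tunicamycin 10 µg/mL, negative DMSO alone.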
Active calls of the source: *; . = not tested or not shown. This is a subset, so the mix of outcomes need not match the whole.

SMILES	APJ antagonist	Mdm2 MdmX PPI	UPR XBP1 act	CXCR6 block	CCR6 antagonist	EBI2 antag	tim23-1 inh	APJ ag	CHOP UPR activ
O=C(CC(NC(=O)c1ccccc1Cl)c1ccccc1)NC1=NCCS1 (stereo unspecified)	-10	16	-1	5	-1	-8	9	-7	1.9
Cc1ccc(C(=O)NNC(=O)CSc2nnc(-c3ccccc3)n2Cc2ccccc2)cc1	11	6	-2	6	-1	96*	9	-3	0.6
O=C(NCc1nnc(SCC(=O)N2CCCCCC2)o1)c1ccc(F)cc1	1	11	-3	1	2	3	1	5	-1.1
Cc1nnc(C)c2c(C)n(-c3cccc4cccnc34)c(C)c12	-38	20	2	.	.	.	6	-2	-0.7
O=C(NC12CC3CC(CC(C3)C1)C2)c1ccc(-c2ccc(Br)cc2)o1	0	-16	2	9	34	27	26	-4	4.0
Cn1c(=NC(=O)CS(=O)(=O)c2ccc(F)cc2)sc2ccccc21	7	6	-2	-2	0	-11	10	8	4.0
Brc1ccc2c(c1)CNc1c(ncnc1N1CCOCC1)O2	10	7	0	-4	-6	5	24	-5	0.7
COc1cc([N+](=O)[O-])cc(/C=N/NC(=O)Cn2nccc2C)c1O	-2	37	0	22	43	4	2	1	0.9
COC/C=C/C1=CC2=CC(=O)C(C)(OC(=O)c3cnc4ccccc4n3)C(=O)C2=CN1CC(C)C (stereo unspecified)	-53	-2	-1	-4	2	-25	-2	10	0.5
CCC(Oc1ccccc1)C(=O)Nc1ccccn1 (stereo unspecified)	-5	24	2	4	-8	2	2	3	4.8
COc1ccc(C(=O)Nc2c(C)csc2C(=O)O)cc1	8	-6	-1	5	8	-2	15	-1	-0.4
Cc1onc(-c2ccccc2)c1C(=O)N/N=C/c1ccc(O)c([N+](=O)[O-])c1	16	1	-6	24	28	-19	-9	-6	0.6
COC(=O)c1cc(C)sc1NC(=S)N1CCN(CCc2ccccc2)CC1	-26	7	0	-15	-13	-9	6	0	0.6
Cc1cc(C)c2c(=O)[nH]n(C3CCCCCC3)c2n1	-10	-21	1	-7	-1	3	-4	-1	-1.5
O=C(Nc1cc(S(=O)(=O)N2CCOCC2)ccc1N1CCOCC1)c1cnccn1	-12	4	-1	1	-3	5	5	-4	-2.0
Cn1c(=O)oc2cc(C(=O)c3ccccc3)ccc21	-14	4	2	2	24	10	-6	0	-1.8
O=C(c1sccc1-c1ccccc1)N1CCN(S(=O)(=O)c2ccccc2)CC1	7	11	-2	3	4	1	26	-5	-0.2
COc1ccc(N2CCN(C(=O)CCC(=O)N3CCOc4ccc(Cl)cc43)CC2)cc1	8	11	1	2	9	7	29	-1	-0.8
O=C(Cn1ccc2ccccc2c1=O)NCCC(=O)N1CCN(C(=O)c2ccco2)CC1	5	-10	4	-5	-5	-5	-2	-3	1.2
Oc1cccc(C2c3[nH]c4ccccc4c3CCN2Cc2ccc3c(c2)CCO3)c1 (stereo unspecified)	-15	58*	7	-10	4	3	17	-2	0.4
Nn1cnnc1SCC(=O)N1CCc2ccccc2C1	-6	-3	-3	3	-2	-13	10	-1	-0.3
CC(C)n1cnnc1SCC(=O)Nc1cccnc1Cl	-3	20	-2	-5	3	-7	-9	0	-1.0
COc1cc(C(=O)Nc2ccccc2N2CCOCC2)ccc1OCc1c(C)noc1C	-7	-7	2	-3	13	4	17	-7	0.3
O=S(=O)(c1ccc(Cl)cc1)N1CCCN(c2ccc(C(F)(F)F)cn2)CC1	-8	0	1	-4	15	4	36	0	1.8
O=C(N/N=C\c1cc(Br)c(Br)o1)C1COc2ccccc2O1 (stereo unspecified)	-20	4	-4	-6	8	5	50*	0	0.6
CCOC(=O)c1nc(N)c(=O)n(-c2ccccc2)n1	-14	8	-1	-8	12	-9	20	9	0.0
CCOC(=O)c1c(NC(=O)CN2CCCCC2)sc2c1CCC(C=O)=C2Cl	-4	17	2	1	23	2	2	-3	15
CC[N+](CC)(CC)CCC(O)(c1ccccc1)C1CCCCC1 (stereo unspecified)	7	19	-4	0	13	8	5	0	1.2
O=C(Nc1nnc(C(F)(F)F)s1)c1cccnc1	-6	-22	1	5	-1	-5	2	-4	1.0
CC(C)CCc1noc(CN(CC2CCC2)CC2CCCO2)n1 (stereo unspecified)	-3	-12	-1	5	18	-8	10	-4	1.7

3 entries from above, as labelled records:
O=C(Nc1cc(S(=O)(=O)N2CCOCC2)ccc1N1CCOCC1)c1cnccn1
  APJ antagonist: -12
  Mdm2 MdmX PPI: 4
  UPR XBP1 act: -1
  CXCR6 block: 1
  CCR6 antagonist: -3
  EBI2 antag: 5
  tim23-1 inh: 5
  APJ ag: -4
  CHOP UPR activ: -2.0

Cn1c(=O)oc2cc(C(=O)c3ccccc3)ccc21
  APJ antagonist: -14
  Mdm2 MdmX PPI: 4
  UPR XBP1 act: 2
  CXCR6 block: 2
  CCR6 antagonist: 24
  EBI2 antag: 10
  tim23-1 inh: -6
  APJ ag: 0
  CHOP UPR activ: -1.8

O=C(c1sccc1-c1ccccc1)N1CCN(S(=O)(=O)c2ccccc2)CC1
  APJ antagonist: 7
  Mdm2 MdmX PPI: 11
  UPR XBP1 act: -2
  CXCR6 block: 3
  CCR6 antagonist: 4
  EBI2 antag: 1
  tim23-1 inh: 26
  APJ ag: -5
  CHOP UPR activ: -0.2

Other entries:
SMILES	APJ antagonist	Mdm2 MdmX PPI	UPR XBP1 act	CXCR6 block	CCR6 antagonist	EBI2 antag	tim23-1 inh	APJ ag	CHOP UPR activ
COc1cc(NCc2ccccc2)c2ncn(C(C)C)c2c1	-3	-11	1	-10	3	-8	27	0	1.1
O=C(CC1C(=O)NCCN1Cc1cccc(Oc2ccccc2)c1)NCC1CCOCC1 (stereo unspecified)	1	17	1	0	10	0	14	0	-0.3
O=C(Nc1sc2c(c1C(=O)O)CCCCC2)c1cccnc1	6	-32	-3	1	-3	4	2	1	1.9
COc1cc(SC)ccc1C(=O)NCCCOC(C)C	14	10	1	5	-2	-3	6	0	-2.2
O=S(=O)(NCCSCc1ccc(Cl)c(Cl)c1)c1ccc2c(c1)OCCO2	15	8	0	-7	0	-7	55*	-4	2.4
C/C=C/c1c(F)c(F)c(Oc2ccc(C(=O)O)cc2)c(F)c1F	11	39	-1	5	5	-6	-1	-4	0.2
CCOc1ccc2c(c1)N(C(=O)CN1C(=O)CCC1=O)C(C)(C)C=C2C	10	1	-4	-1	9	-1	1	-5	-1.0
CC(C)CN(C(=O)c1cc2ccccc2o1)c1c(N)n(CC(C)C)c(=O)[nH]c1=O	14	-6	-2	-9	1	-2	2	-6	-0.9
CCOC(=O)CC1C(=O)NCCN1C(=O)Nc1ccccc1 (stereo unspecified)	-18	8	-1	2	-16	-8	4	-3	-0.9
Cc1cc(C)c(C(=O)/C=C/c2cccs2)c(=O)[nH]1	9	23	-2	-1	-15	-21	14	-2	2.3
CCn1c(C)c(CCC(=O)O)c(=O)n2nc(-c3ccccc3OC)cc12	-2	-33	-2	2	11	-1	7	1	4.2
Cc1sc2nc(CN3CCOCC3)nc(NS(=O)(=O)c3cc(Cl)ccc3Cl)c2c1C	-3	-1	0	3	6	-5	38	2	-0.8
COCCN(C(=O)COC(=O)/C=C/c1ccc2ccccc2n1)c1c(N)n(Cc2ccccc2)c(=O)[nH]c1=O	-17	54*	-5	-3	-3	10	18	11	2.9
CC[C@H](C)Cc1cn([C@@H](CCCN=C(N)N)C(=O)NCCCCCCCCCCC(=O)N2CCNCC2)nn1	13	3	-2	-1	9	-4	-8	5	0.1
CC1(C)c2ssc(=S)c2-c2ccccc2N1C(=O)c1ccco1	28	25	1	15	36	32	4	-8	-0.8
COc1ccc2c3c([nH]c2c1)C(C)N(C(C)=O)CC3 (stereo unspecified)	-25	-30	-1	-3	2	-1	12	-2	3.2
C[C@H](NC(=O)[C@@H]1CSC2c3ccccc3C(=O)N21)C(=O)NC1CCCCC1 (stereo partly specified)	19	7	-3	1	7	1	6	0	0.9
CCOc1ccc(NC(=O)CCN2C(=O)c3ccccc3C2=O)cc1	1	31	-2	-2	4	3	18	-4	18
CC(=O)C1=C(C)NC(=O)NC1/C=C/c1ccccc1 (stereo unspecified)	16	-12	5	9	8	3	10	-1	-1.6
COC(=O)C1(S(=O)(=O)c2ccc(C)cc2)CCOCC1	1	7	-7	0	-2	-6	-1	1	0.0
CC1SCC(=O)N(CC(=O)Nc2ccc3c(c2)OCCO3)C1=O (stereo unspecified)	-2	15	1	0	7	4	-1	-1	0.8
CCOC(=O)C1=C(CSc2nc(CC)c(C)cc2C#N)OC(N)=C(C#N)C1c1ccc(OC)cc1 (stereo unspecified)	-3	-7	-1	11	13	13	54*	-1	1.9
Cc1ccc(NC(=O)Nc2cccc(C)n2)cc1	5	-126	-4	5	2	12	13	-2	6.8
O=S(=O)(c1ccccc1)N1CN(Cc2ccc(F)cc2)c2nc3ccccc3nc21	-8	11	-1	7	7	15	27	-1	0.3
CC1CC(C)CN(S(=O)(=O)c2cccc3nsnc23)C1 (stereo unspecified)	4	-19	-8	14	5	4	22	-3	3.1
CC(C)(C)c1cc(Cc2ccccc2)[nH]n1	-8	9	3	3	-3	-6	12	-5	1.5
COC(=O)c1cc2sc(Cl)cc2n1CC(=O)Nc1cccc(SC)c1	-27	27	-1	-1	30	28	21	0	0.0
CCCCCCSc1nc2c(c(=O)[nH]c(=O)n2C)n1C	9	17	3	10	5	8	16	-3	0.4
COc1cc(C(=O)NCCSc2ccc(F)cc2)cc(OC)c1OC	6	11	-2	0	8	0	9	-1	-0.6
CCC(=O)c1ccc(OCC(=O)OCC(=O)NCCC2=CCCCC2)cc1	-2	4	-1	0	-3	-2	9	4	2.1
O=C(Nc1ccc2c(c1)OCO2)C1CC1(Cl)Cl (stereo unspecified)	7	18	2	-9	-6	1	10	0	3.2
COc1ccc(Br)cc1CN(C)CC(=O)Nc1cccc(S(=O)(=O)N2CCCC2)c1	9	20	-1	10	17	4	29	0	-0.2
Cc1[nH]c2ccc(C(=O)NCc3ccccn3)cc2c1C	23	-12	7	0	8	-8	-1	-2	2.2
CCOC(=O)c1cc2c(n(-c3ccc(C)cc3)c1=O)CCCC2=O	5	25	-2	-2	-10	-2	5	-2	-1.6
O=c1[nH]ncc(NCCCO)c1Cl	-17	14	2	-4	-10	5	-5	-5	0.0
Cc1ccc(S(=O)(=O)Nc2ccc3c(c2)CC(=O)N([C@H](C)CO)C[C@H](C)[C@H](CN(C)Cc2ccc4c(c2)OCO4)O3)cc1	2	31	-1	-12	9	-13	-2	-4	3.3
Cc1ccc(S(=O)(=O)N2[C@@H](c3ccc(Br)cc3)C(C(=O)O)=CC[C@H]2c2ccc(C(C)C)cc2)cc1	9	13	0	6	6	1	38	-3	1.7
Cc1c(Cl)c([N+](=O)[O-])nn1CCCC(=O)Nc1ccc(Cl)cc1Cl	-16	22	-2	8	14	-6	20	-2	0.8
CC1Cc2ccccc2N1C(=O)CSc1nc(-c2ccco2)cc(C(F)(F)F)n1 (stereo unspecified)	21	34	3	15	7	20	-15	-6	0.5
